proKLK7 act: proKLK7 (human) activation, primary screen; activation, % at 7 µM; purified proKLK7, EDANS-DABCYL substrate fluorescence; 100% is mature enzyme control, 0% vehicle; 370,000 compounds, 0.9% hits; AID 652039;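 active = activation above the mean of all tested compounds plus 3 SD, computed per campaign excluding outliers beyond control limits, cut at about 13% in these data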
Tn6 DDE FP: disrupts Tn6 cyclic peptide binding to fibrin D-Dimer-E complex; Fibrin DD(E) TRITC-Tn6 fluorescence polarization displacement; inhibition, % at 8.3 µM; 370,000 compounds, 0.21% hits; AID 720509;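 active = inhibition above a per-campaign cutoff: mean of compounds within control limits plus 3 SD, cut at about 15% in these data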;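 note: 0% = median of all compound wells on the plate and 100% = blocking peptide control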
Rev-erbA mod: modulators of human Rev-erb alpha DNA binding; 370,000 compounds, 0.79% hits; Rev-erbα–FITC-DNA binding, fluorescence polarization, 90 min; P20393; activity, % at 10 µM;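 active = activity above about 14%, limit read from the data; passing the limit was not always enough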;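 note: 0% = DMSO wells with 35 nM protein and 100% = DMSO wells with 750 nM protein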
UHRF1 MBD2 ctr: blocks human UHRF1 binding to methylated DNA. UHRF1 binding to methylated oligo, TR-FRET. inhibition, % at 4.4 µM. 370,000 compounds, 0.75% hits. AID 687016; in the data active = inhibition above about 21%;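 note: UHRF1 SRA domain binding a hemimethylated CpG hairpin DNA probe; 0% = median of test compound wells and 100% = reference inhibitor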
PLC-beta3 inh: inhibitors of human phospholipase C beta3; Purified PLC-beta3, fluorogenic substrate, fluorescence; AID 720704; inhibition, % at 12.2 µM; 370,000 compounds, 0.18% hits; in the data active = inhibition above about 11%;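 note: 0% = median of compound wells on plate and 100% = full blocker control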
Target sequence (Q01970 whole entry, looked up): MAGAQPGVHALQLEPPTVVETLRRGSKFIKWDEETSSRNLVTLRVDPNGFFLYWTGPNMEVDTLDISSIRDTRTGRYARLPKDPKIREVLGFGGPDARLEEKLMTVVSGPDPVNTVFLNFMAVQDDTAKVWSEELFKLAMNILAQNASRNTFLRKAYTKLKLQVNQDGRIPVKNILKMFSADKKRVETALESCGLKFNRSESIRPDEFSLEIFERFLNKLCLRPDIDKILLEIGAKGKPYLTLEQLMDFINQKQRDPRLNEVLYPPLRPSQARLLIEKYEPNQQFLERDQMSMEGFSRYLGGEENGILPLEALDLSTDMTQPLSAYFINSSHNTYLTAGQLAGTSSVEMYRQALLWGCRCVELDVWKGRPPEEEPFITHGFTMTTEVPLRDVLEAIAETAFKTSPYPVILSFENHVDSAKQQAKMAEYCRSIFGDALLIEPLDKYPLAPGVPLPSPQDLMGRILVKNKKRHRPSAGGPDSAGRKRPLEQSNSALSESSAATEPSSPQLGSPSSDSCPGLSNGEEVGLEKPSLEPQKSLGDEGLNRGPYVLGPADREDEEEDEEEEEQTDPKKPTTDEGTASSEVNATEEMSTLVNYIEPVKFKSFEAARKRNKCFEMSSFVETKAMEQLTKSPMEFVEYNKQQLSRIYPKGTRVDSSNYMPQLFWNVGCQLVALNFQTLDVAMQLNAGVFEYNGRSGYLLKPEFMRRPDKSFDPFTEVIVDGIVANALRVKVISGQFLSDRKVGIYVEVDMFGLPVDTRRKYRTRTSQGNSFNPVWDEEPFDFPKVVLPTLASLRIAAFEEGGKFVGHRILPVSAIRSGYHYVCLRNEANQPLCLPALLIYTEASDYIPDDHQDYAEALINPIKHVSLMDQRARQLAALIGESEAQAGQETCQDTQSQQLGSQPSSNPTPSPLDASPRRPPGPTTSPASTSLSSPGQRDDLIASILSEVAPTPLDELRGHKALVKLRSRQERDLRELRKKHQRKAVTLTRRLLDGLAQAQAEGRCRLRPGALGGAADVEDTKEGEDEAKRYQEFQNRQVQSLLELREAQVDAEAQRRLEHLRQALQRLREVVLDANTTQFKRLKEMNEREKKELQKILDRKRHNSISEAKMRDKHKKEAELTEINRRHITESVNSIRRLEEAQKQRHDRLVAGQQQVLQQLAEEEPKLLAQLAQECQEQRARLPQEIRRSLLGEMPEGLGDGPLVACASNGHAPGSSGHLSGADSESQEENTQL
ASAP1 inh: ASAP1 ArfGAP inhibition | ASAP1-stimulated ARF1 GTP hydrolysis, GDP FP detection | inhibition, % at 16.5 µM | 360,000 compounds, 0.19% hits; in the data active = inhibition above about 25%;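 note: 0% = vehicle with enzyme and substrate and 100% = no enzyme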
PLC-gamma1 inh: inhibitors of human phospholipase C gamma1; purified PLC-gamma1, fluorogenic substrate, fluorescence; inhibition, % at 12.2 µM; 370,000 compounds, 0.84% hits; in the data active = inhibition above about 9.5%
sPLA2-III inh: Inhibits HGIII-sPLA2 liposome hydrolysis, primary screen. Q9NZ20. QFRET BODIPY PC-A2 liposome hydrolysis, fluorescence. inhibition, % at 12.2 µM. 370,000 compounds, 0.56% hits. AID 743126;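 active = inhibition above mean plus 3 SD of compounds lying within the high and low control bounds, cut at about 19% in these data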;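 note: 0% = median of test compound wells and 100% = no enzyme DMSO wells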
ARFGAP1 inh: rat ARFGAP1 inhibition; Arfgap1-stimulated ARF1 GTP hydrolysis, GDP FP detection; 360,000 compounds, 0.26% hits; Q62848; AID 651572; inhibition, % at 16.5 µM;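 active = inhibition above a per-plate limit, mean inhibition of low control wells plus 3 SD, cut at about 25% in these data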;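 note: 0% = DMSO wells with enzyme and 100% = wells lacking Arfgap1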
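Assay system: purified rat His6-Arfgap1 residues 1-136 (GAP domain); Reagent: human Δ17 ARF1 bound to GTP; Dosing: 16.5 µM single point, 1.26% DMSO; Times: GTP hydrolysis reaction 2 h at 25 °C; Signal: FP, GDP Alexa 633 tracer displaced from anti-GDP antibody, 620/688 nm; Measure: % inhibition from polarization.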
DDE Tn7 FP inh: disrupts Tn7 cyclic peptide binding to fibrin D-Dimer-E complex | P02675 | FP displacement of FITC-Tn7 peptide from fibrin DD(E); 0% = median of compound wells per plate | inhibition, % at 8.3 µM | 370,000 compounds, 0.13% hits | AID 720508;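 active = inhibition above the mean of compounds falling within the control limits plus 3 SD of them, cut at about 14% in these data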;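 note: 0% = plate median of compound wells and 100% = 10 µM Aha-Tn7 peptide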
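Assay system: human fibrin DD(E) protein / Input: 2 µM fibrin DD(E) / Benchmarks: high control of 10 µM Aha-Tn7 peptide / Measured by: fluorescence polarization of the labelled Tn7 tracer / Medium: Tris buffer with calcium and detergent, pH 7.8 / Timing: 10 min compound pre-incubation, 3 h probe incubation at room temperature / Repeats: one replicate per compound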
Active calls of the source: *; i = inactive; . = not tested or not shown.

proKLK7 act,Tn6 DDE FP,Compound,Rev-erbA mod,UHRF1 MBD2 ctr,PLC-beta3 inh,ASAP1 inh,PLC-gamma1 inh,sPLA2-III inh,ARFGAP1 inh,DDE Tn7 FP inh
0.2,5.2,CC1CCN(S(=O)(=O)c2ccc3c(c2)N(CC(=O)NCCCN2C(C)CCCC2C)C(=O)CO3)CC1 (centres undefined),-1.4,-0.1,-6.2,-2.9,10.7*,-3.3,-10.8,2.9
-2.4,0.1,CN(C)c1ccc(-c2ccnc3c2CC(C)(C(=O)NCc2ccco2)O3)cc1 (centres undefined),2.2,-2.3,-406.2,-4.2,-299.4,-1.5,4.9,-1.7
-0.2,-2.3,COc1cccc(C2CC(=O)Nc3c2c(=O)n(C)c(=O)n3C)c1OC (centres undefined),-7.2,1.6,0.5,0.3,1.3,11.4,-3.3,3.8
0.4,1.7,N#Cc1ccccc1NC(=O)C1CCCO1 (centres undefined),2.6,-0.9,1.2,-9.0,5.5,5.5,-6.6,-3.6
-0.3,-0.4,COc1ccc(CNC(=O)COC(=O)c2ccccc2C(=O)c2ccccc2)cc1,-0.3,-0.5,0.4,-1.5,0.3,-11.2,-2.3,1.4
-0.4,-5.9,COc1ccccc1N1CCN(CCN2C(=O)C3CCCCN3C2=O)CC1 (centres undefined),-6.9,-2.9,-5.7,-6.3,1.4,3.5,-10.8,-5.2
2.5,0.0,CC(C)[C@@H](CO)NC(=O)c1ccc2c3n(nc2c1)-c1ccc(Cl)cc1CO3,1.4,-3.7,-144.0,-3.8,-109.7,2.6,9.7,-4.4
3.4,0.6,O=C1NC(c2cccc3ccccc23)Nc2ccccc21 (centres undefined),-6.3,-1.1,-81.4,-12.7,-63.8,-2.1,-2.6,5.4
3.4,-4.5,COCCCN1CC(=O)N2C(c3ccc(C)cc3)c3[nH]c4ccccc4c3C[C@H]2C1=O (some centres undefined),1.8,-1.6,-1.2,10.5,-0.8,-9.1,-6.7,-5.2
0.3,-0.3,CC(C)C(=O)Nc1nnc(SCC(=O)NCc2ccc3c(c2)OCO3)s1,0.4,-0.6,0.4,-6.3,0.5,-0.1,-3.8,-1.6
-0.7,-2.1,CC(C)(C)c1ccc(C(=O)NNC(=O)C2CCCCC2)cc1,0.8,2.2,1.2,-8.6,-1.2,-0.1,-3.1,0.2
0.1,1.8,O=C1NC(=O)C2(COC3(CCCC3)OC2)S1,-2.4,-2.2,0.6,-1.4,4.5,-0.1,2.4,0.0
-0.5,-2.6,O=C(O)C(Cc1ccccc1)N1CCS(=O)(=O)CC1 (centres undefined),-2.0,1.4,-0.8,-1.1,0.2,5.2,-0.1,2.5
-0.1,-0.8,COC(=O)[C@]12C[C@H](CC(=O)N3CCCCC3)C(=O)N(Cc3cccc4ccccc34)C1=C[C@H](COCc1ccccc1)O[C@@H]2C,0.0,-4.6,1.6,.,1.0,-9.7,.,-3.0
36.9*,0.0,CNc1cncc(-c2ccc(F)c(F)c2)n1,-1.9,0.5,i,-4.4,i,7.2,8.7,-6.4
-0.6,1.3,CC(C)OC(=O)CSc1nnc(-c2ccc(Cl)cc2)n1N,-1.3,-1.0,0.8,-2.1,-1.5,1.6,4.6,5.8
-0.2,-5.3,O=C(Nc1ccc(F)cc1)OCCN1CCN(Cc2ccccc2)CCC1=O,6.9,-0.9,0.3,-3.8,1.1,-7.2,-15.0,-0.8
0.2,2.0,CCCn1c(=O)[nH]c(=O)c2c1nc(-c1ccc(OC(F)(F)C(F)C(F)(F)F)cc1)n2CCOC (centres undefined),0.8,4.3,-4.2,13.5,-7.5,-4.2,3.6,-6.0
0.2,-0.4,Nc1ccccc1Sc1ccccc1[N+](=O)[O-],-3.5,6.0,1.3,-6.2,0.3,-9.1,-0.1,2.2
0.0,5.4,CCN(CC(=O)c1c(N)n(C)c(=O)n(C)c1=O)c1cccc2ccccc12,-2.5,-5.8,-21.3,14.4,-16.2,7.1,6.7,4.9
0.7,-1.9,O=C(COC(=O)c1ccc(Br)c(S(=O)(=O)N2CCOCC2)c1)NC1CC1,-2.5,-2.0,1.1,6.3,-1.6,-11.6,4.3,-3.5
0.4,-1.2,O=C1CCCN1c1cc(Cl)ccc1Cl,1.5,-0.7,1.0,-4.7,1.4,-0.6,1.5,5.2
0.5,-2.2,O=C(COc1ccccc1)N[C@@H]1c2ccccc2CC[C@H]1OCc1ccccc1,3.6,18.3,4.1,-15.6,7.0,-6.2,5.0,1.0
0.0,-0.2,CCc1ccc(NC(=O)[C@H](C)NC(=O)C2CCN(C(=O)[C@@H](N)C(C)C)CC2)cc1,-2.2,-2.2,-5.3,0.5,3.7,2.6,-1.0,3.0
1.1,5.0,Cc1ccccc1C(=O)Nc1ccc(N(C)C)c2ccccc12,-4.9,0.6,-8.6,0.3,-0.6,7.7,10.9,0.5
0.2,0.4,COC(=O)c1cc(Sc2c(Cl)cccc2Cl)ccn1,0.1,7.1,-4.6,4.6,-0.6,1.1,5.1,0.3
0.2,7.6,CCCn1c(SCC(=O)Nc2cccc(Cl)c2Cl)n[nH]c1=O,0.4,-1.9,-6.6,-4.6,-2.2,-3.3,14.0,1.8
-0.8,-3.6,COc1ccc(CN2C(=O)CCC2(C)c2nnnn2C2CCCCC2)cc1 (centres undefined),-4.3,1.2,-0.9,-8.7,3.4,5.1,8.1,-2.7
-0.4,-2.9,Cc1cc(=O)oc(C)c1C(=O)NCCNC(=O)c1c(C)cc(=O)oc1C,3.5,-0.2,-3.9,-5.1,-8.8,6.6,2.3,5.5
0.6,2.7,O=C(CSc1nnnn1-c1ccccc1)N1N=CCC1c1ccccc1 (centres undefined),1.4,-1.6,3.6,10.0,3.4,-13.4,9.0,-0.3
-0.2,4.8,COC(=O)[C@]12C[C@H](CC(=O)N3CCN(C(=O)c4ccco4)CC3)C(=O)N(CCc3ccc(OC)c(OC)c3)C1=C[C@H](C(C)(C)C)O[C@@H]2C,12.1,1.1,3.4,.,4.3,-7.9,.,0.8
0.7,3.1,COc1ccc2ccccc2c1/C=N/NC(=O)c1nnn(-c2nonc2N)c1CN(C)C,3.0,0.0,-0.4,-6.8,3.5,8.6,10.4,-5.7
0.1,-4.8,CCc1ccc(C(=O)C(C)OC(=O)c2cccc(S(=O)(=O)N3CCOCC3)c2)cc1 (centres undefined),-0.6,-1.1,-6.1,0.7,-0.5,-5.2,0.0,0.1
-0.1,-2.3,CCOC(=O)c1ccc(NC(=S)NCCc2ccc(OC)c(OC)c2)cc1,-0.8,-0.6,2.5,1.1,4.8,-17.8,2.6,0.5
0.2,-6.8,Cc1ccc(C(=O)Nc2cccc3cccnc23)cc1C,-9.3,2.7,-11.1,4.9,0.6,-1.7,-10.8,4.0
0.6,-4.6,Cn1c(=O)c2c(nc(NC3CCCC3)n2C)n(C)c1=O,-6.3,-0.1,-6.3,14.2,3.2,10.3,6.1,-2.6
0.6,-2.8,CC(C)c1nn2c(N)c(/C=C3\C=Nc4ccccc43)c(=O)nc2s1,-2.3,-2.8,-13.5,-4.2,-8.7,-31.1,14.9,-2.2
-1.0,8.1,CSc1nc2c(c(=O)[nH]c(=O)n2C)n1Cc1ccccc1Cl,-1.8,-0.1,-3.1,-3.1,-2.5,8.0,4.2,4.6
1.1,4.9,COc1cc(C2C(C(=O)C(C)(C)C)=C(O)C(=O)N2Cc2ccccc2)ccc1O (centres undefined),-0.8,-0.5,-5.1,-8.8,1.5,-0.9,9.1,-1.2
0.1,2.1,CCCc1ccc(NS(=O)(=O)c2c(C)oc(C)c2C(=O)OC)cc1,-4.2,-1.0,-4.2,7.4,7.5,-3.5,-2.6,-3.0
-0.2,3.0,FC(F)(F)c1ccccc1Cc1c(-c2ccco2)nc2ccc(Cl)cn12,4.0,2.4,-28.2,-11.8,-17.9,-3.6,-1.4,-0.5
-0.7,-2.8,Cc1ccc(OC(=O)N(C)C[C@H]2OCc3cn(nn3)CCCC(=O)N([C@@H](C)CO)C[C@@H]2C)cc1,5.5,1.1,1.4,-10.0,-0.7,3.7,3.8,3.2
0.0,-0.1,COC(=O)c1cc(NC(=O)c2c(-c3c(Cl)cccc3Cl)noc2C)ccc1N1CCOCC1,-5.4,-0.8,-16.5,-7.9,-8.4,-11.3,-2.1,1.6
0.0,-4.6,Cc1cc(C(=O)Nc2ncn[nH]2)ccc1[N+](=O)[O-],1.6,2.3,4.0,2.8,2.1,2.7,2.0,0.1
-0.2,3.4,CC(=O)c1ccccc1OCCOc1ncnc2sccc12,-2.1,0.0,-10.7,-9.1,-3.4,3.9,5.7,3.9

Three entries from above, arranged by their value in PLC-beta3 inh, smallest number first.
mol | PLC-beta3 inh
COC(=O)c1cc(NC(=O)c2c(-c3c(Cl)cccc3Cl)noc2C)ccc1N1CCOCC1 | -16.5
Cc1ccc(OC(=O)N(C)C[C@H]2OCc3cn(nn3)CCCC(=O)N([C@@H](C)CO)C[C@@H]2C)cc1 | 1.4
COC(=O)[C@]12C[C@H](CC(=O)N3CCN(C(=O)c4ccco4)CC3)C(=O)N(CCc3ccc(OC)c(OC)c3)C1=C[C@H](C(C)(C)C)O[C@@H]2C | 3.4

Additional structures
proKLK7 act,Tn6 DDE FP,Compound,Rev-erbA mod,UHRF1 MBD2 ctr,PLC-beta3 inh,ASAP1 inh,PLC-gamma1 inh,sPLA2-III inh,ARFGAP1 inh,DDE Tn7 FP inh
-7.5,-6.3,Cc1ccc(-c2cnc3ccccc3n2)cc1C,4.1,1.2,-56.6,6.9,-35.7,-0.5,-2.8,-4.3
-0.7,7.1,COc1ccc(S(N)(=O)=O)cc1C(=O)OCCCOc1ccc(F)cc1,7.2,0.9,-5.0,5.1,2.8,-7.3,8.7,-5.9
-0.1,-9.1,CCOC(=O)CSC1=C(C#N)C(=O)NC(c2ccc(OC)c(OC)c2)S1 (centres undefined),1.2,2.2,2.4,-10.1,3.5,-1.3,2.0,6.2
0.9,2.6,CN1CCN(C(=O)C2Cc3c(-c4cccc(F)c4)ccnc3O2)CC1 (centres undefined),1.5,-2.6,2.9,3.5,4.4,1.7,-2.1,-5.9
-10.9,10.9,Cc1cccn2c(=O)c3cc(S(=O)(=O)c4ccc(F)cc4)c(=N)n(Cc4ccco4)c3nc12,-2.2,-2.0,-306.3,-12.7,-207.8,-1.4,3.9,2.0
-0.4,-6.3,COc1cc(/C=C/CNC[C@H]2O[C@@H](n3ccc(N)nc3=O)[C@H](O)[C@@H]2O)ccc1O,10.5,-3.7,-4.2,11.6,-2.0,9.4,4.0,-4.0
-0.1,0.4,O=C(Nc1ccccc1Cl)c1ccc2c(=O)n3c(nc2c1)CCC3,-0.5,-0.6,-10.6,-0.7,-0.9,6.8,-18.7,-1.3
-1.1,-1.3,CC(C)=CCCC1=CCC(/C=N/NC(N)=O)C(C)C1 (centres undefined),-1.3,1.7,7.7,14.4,3.6,-2.8,-2.5,-2.7
-0.3,4.0,CN(C)S(=O)(=O)c1ccc(C(=O)Nc2nnc(-c3ccco3)o2)cc1,1.9,-5.3,0.2,-2.2,0.8,-5.0,-3.4,-5.7
